From PubChem BioAssay
hiPSC survival: hiPSC single-cell survival enhancement; ATPlite luminescence; 100% = ROCK inhibitor wells, 0% = DMSO; survival enhancement, % at 20 µM; 360,000 compounds, 0.044% hits; AID 602274; in the data active means survival enhancement above about 18%;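 further: cells exposed to compounds for 16 hours before the ATP read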
Vif imaging: inhibitors of HIV Vif; AID 602346; HEK293T cells, Vif self-association by quenched fluorescence, imaging, 24 h; inhibition, % at 7.49 µM; 340,000 compounds, 0.35% hits; in the data active means inhibition above about 50%, passing the limit was not always enough; further: some results filed as inactive read as strong as hits
PDI turbidity: inhibitors of human protein disulfide isomerase; PDI insulin aggregation turbidity, A650, 90 min; 350,000 compounds, 0.052% hits; inhibition, % at 10 µM; AID 588391;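 active means mean inhibition across replicates of 30% or more, whatever share of single replicates reach that level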;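 further: absorbance from insulin aggregation driven by PDI reduction with DTT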
Target sequence (P07237 whole entry, looked up): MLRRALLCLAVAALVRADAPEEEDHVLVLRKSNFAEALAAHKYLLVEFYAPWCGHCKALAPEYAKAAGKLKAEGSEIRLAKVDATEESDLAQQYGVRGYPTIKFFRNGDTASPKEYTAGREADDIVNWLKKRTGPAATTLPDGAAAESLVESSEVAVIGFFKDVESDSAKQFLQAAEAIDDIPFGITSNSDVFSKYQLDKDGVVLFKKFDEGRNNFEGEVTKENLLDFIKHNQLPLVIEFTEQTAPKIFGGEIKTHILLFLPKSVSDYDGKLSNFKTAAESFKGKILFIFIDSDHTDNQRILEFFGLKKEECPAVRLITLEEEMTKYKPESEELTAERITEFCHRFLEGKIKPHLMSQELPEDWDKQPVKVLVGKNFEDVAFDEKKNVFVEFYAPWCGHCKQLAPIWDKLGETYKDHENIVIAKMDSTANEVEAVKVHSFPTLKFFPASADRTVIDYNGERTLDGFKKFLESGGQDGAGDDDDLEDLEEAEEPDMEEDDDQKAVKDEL
Granule exo inh: lytic granule exocytosis inhibition | TALL-104 LAMP-1 surface exposure, flow cytometry; cells stimulated with thapsigargin and PMA | inhibition, % at 10 µM | 360,000 compounds, 0.66% hits | AID 651702;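 active means inhibition above about 55%, limit read from the data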
HIF-2a block: HIF-2a inhibition. 786-0 RCC cells HIF-2a reporter, luciferase luminescence, overnight. inhibition, % at 18.8 µM. 360,000 compounds, 0.72% hits;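 active means inhibition of the luminescence signal of 40% or more relative to plate controls, in a single-dose primary screen at 18.75 µM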
MITF TRPM1 inh: inhibitors of MITF-driven TRPM1 promoter in melanoma cells | SK-MEL-5 TRPM1 promoter luciferase, 24 h | inhibition, % at 12.5 µM | 330,000 compounds, 0.83% hits;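 active means mean inhibition across replicates of 60% or more, whatever share of single replicates reaches that level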; further: values of inactives mirror those of a sister screen read the other way
Peg3 promoter: inhibitors of Peg3 promoter; 360,000 compounds, 1.7% hits; inhibition, % at 20 µM; HeLa PEG-Prom luciferase reporter, luminescence, overnight;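 active means inhibition of at least 50% at 20 µM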
NR2E3 ag-1: agonists of human nuclear receptor NR2E3. Q9Y5X4. GST-NR2E3/biotin-RetCOR TR-FRET, 1536-well. inhibition of corepressor binding, % at 4.78 µM. 320,000 compounds, 0.12% hits. AID 2300;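 active means percent inhibition above the cutoff of mean plus 3 SD of all tested compounds, set per screening campaign, cut at about 20% in these data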;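 further: 0% = DMSO wells and 100% = biotin wells as full block of FRET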
Target sequence (Q9Y5X4 whole entry, looked up): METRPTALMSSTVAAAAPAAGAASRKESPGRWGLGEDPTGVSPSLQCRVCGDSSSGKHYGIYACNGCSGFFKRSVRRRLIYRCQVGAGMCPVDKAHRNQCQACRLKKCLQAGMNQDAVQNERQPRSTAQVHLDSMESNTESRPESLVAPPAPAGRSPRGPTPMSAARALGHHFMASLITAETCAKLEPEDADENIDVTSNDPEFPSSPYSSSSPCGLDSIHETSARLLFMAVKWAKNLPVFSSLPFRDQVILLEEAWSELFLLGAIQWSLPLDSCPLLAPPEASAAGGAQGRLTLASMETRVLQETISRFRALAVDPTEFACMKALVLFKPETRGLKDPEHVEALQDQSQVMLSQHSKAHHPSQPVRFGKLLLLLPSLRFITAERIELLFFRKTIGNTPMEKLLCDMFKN
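Assay system: NR2E3–RetCOR corepressor complex. Quantity: 1.35 nM GST-NR2E3. Buffer or medium: pH 7.5 Tris-based buffer. Reagent: biotinylated RetCOR corepressor at 7 nM final. Schedule: 5 h at 4 °C. Detection: TR-FRET, emission read at 617 and 671 nm. Replicates: one well per compound, singlicate testing.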
NR2E3 ag-2: human photoreceptor-specific nuclear receptor agonism. CHO-S Gal4-NCOR/VP16-NR2E3 two-hybrid, luciferase. inhibition of corepressor binding, % at 3.98 µM. 360,000 compounds, 0.35% hits. AID 602229;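 active means inhibition above the mean of all tested compounds plus 3 SD, cut at about 70% in these data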;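 further: 0% = DMSO with NR2E3 transfected cells and 100% = cells lacking NR2E3 construct; higher means lower luciferase signal from less NR2E3 corepressor binding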
aDG glyco act: alpha-DG glycosylation activation | Pro5-aDG cells, alpha-DG glycosylation AlphaScreen (IIH6); 0% Pro5, 100% B10-LARGE cell signal | activation, % at 10 µM | 360,000 compounds, 0.22% hits;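 active means activation of at least 8% versus controls, or a plate z-score of at least 8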;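 further: Pro5 are CHO cells carrying HIG-tagged alpha-DG that lacks glycosylation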
CaV13 ICDI inh: Disruptors of the CACNA1D IQ motif to Ca2+-dependent inactivation inhibitor domain association, primary screening, Förster resonance energy transfer in intact living …; HEK cells, CFP/YFP FRET ICDI-IQ, plate reader, 10 min; percent FRET-ratio fall versus neutral wells; inhibition, % at 12.3 µM; 340,000 compounds, 0.098% hits; AID 743397;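 active means mean replicate inhibition of at least 30% and at least 1% of replicates passing that level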;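 further: 0% = median of the neutral control wells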
Starred values were filed as active, the others as inactive; · = not tested or not shown.

SMILES	hiPSC survival	Vif imaging	PDI turbidity	Granule exo inh	HIF-2a block	MITF TRPM1 inh	Peg3 promoter	NR2E3 ag-1	NR2E3 ag-2	aDG glyco act	CaV13 ICDI inh
Cc1ccc(C)c(CSC2=NCCN2C(=O)Cc2ccc([N+](=O)[O-])cc2)c1	6.6	9	-2	-3	16	0	21	2	-16	0.1	-14
Oc1ccc(C[C@H]2CN([C@@H](Cc3ccccc3)CN3CCCC3CN3C(=S)NC[C@@H]3Cc3ccccc3)C(=S)N2CC2CCCCC2)cc1 (stereo partly specified)	-1.6	·	·	28	7	·	·	·	-6	0.2	-6
CC1=C(C(N)=O)C(c2ccc(F)cc2)n2nc(CCCO)nc2N1 (stereo unspecified)	0.8	23	12	-5	6	4	9	0	-2	0.1	-19
CCOC(=O)C1=C(CC)Nc2ccccc2N=C1NC(=O)c1cccc(S(=O)(=O)N2CCCC2)c1	0.0	·	2	2	26	-5	14	2	-3	0.1	·
CCCc1nc(SCC(=O)Nc2ccc(S(=O)(=O)N(C)C)cc2)c2ccccc2n1	4.9	-7	-12	6	17	1	39	0	17	-0.2	-4
CCOC(=O)c1ccc(Nc2nc(N)c3cc(OC)c(OC)cc3n2)cc1	-0.1	10	-2	-8	-44	23	47	-1	-5	0.0	·
COc1ccc(OCC(=O)NNC(=O)c2ccc3c(=O)n4c(nc3c2)CCC4)cc1	0.4	-4	-3	1	-2	5	-2	4	-33	0.0	·
CCOCc1nnc(NC(=O)c2cc(Cl)ccc2OC)s1	-0.6	12	6	4	-19	-10	-6	-2	-3	0.4	0
COc1ccc(Cl)cc1-c1nc(SCC(=O)NC(C)C)n[nH]1	0.7	-8	4	-4	9	-8	4	1	20	0.0	-6
CCOc1ccc(-n2c(SCc3cc(=O)oc4cc(C)c(C(C)C)cc34)nnc2-c2cccnc2)cc1	-1.3	0	-2	-1	8	-7	4	1	-10	0.2	-5
N#Cc1nc(-c2cccs2)oc1N1CCOCC1	-0.7	-1	-1	-7	2	15	-8	1	-10	0.0	-8
COC(=O)C1C(=O)NCC1c1ccc(OC)cc1 (stereo unspecified)	1.1	5	11	3	7	-6	1	-3	-7	0.1	-7
CC(=C/c1ccccc1)/C=N/n1c(C)n[nH]c1=S	-0.3	1	-4	2	-106	2	0	-1	-36	-0.1	-2
CCOC(=O)CNC(=O)N1CCC(CCOc2ccccc2)(C(=O)OCC)CC1	-0.6	0	-5	8	15	12	14	6	16	0.0	9
Cc1sc2nc(SCC(=O)NCCCO)n(-c3ccccc3)c(=O)c2c1C	0.5	16	-4	-2	1	14	6	-3	-7	0.0	-5
CCCCN(CC)C(=O)Cc1ccccc1OC	-2.0	·	-16	11	8	4	-10	3	-24	2.2	·
CS(=O)(=O)c1ccc(NC(=O)CN2C(=O)C3CCCCC3C2=O)cc1 (stereo unspecified)	-0.3	-5	-1	-1	13	1	10	2	-12	0.9	-5
O=S1(=O)c2ccccc2OC(COCc2ccccc2)CN1Cc1ccccc1 (stereo unspecified)	0.1	-4	6	1	5	-9	10	·	-5	0.1	-4
COc1ccc(S(=O)(=O)N2CCC(C(=O)NC3(C)CCS(=O)(=O)C3)CC2)cc1OC (stereo unspecified)	0.3	3	9	-1	8	6	3	-1	-15	0.2	-5
CCc1ccc(OC)c(-c2csc(N)n2)c1	0.9	-1	-5	2	7	4	17	2	5	0.0	4
Cc1ccc(-c2[nH]ncc2/C=N/n2c(COc3ccccc3)nc3ccccc3c2=O)cc1	-0.2	7	1	3	14	-2	52*	-1	-13	-0.4	-9
C[C@@H]1C(=O)O[C@H]2[C@H]1CC[C@@]1(C)C(=O)C=C[C@@](C)(O)[C@H]21	1.2	·	0	1	6	-4	-2	2	16	-0.1	-10
COc1ccccc1N1C(=O)c2cccc3c(C(=O)O)ccc(c23)C1=O	7.6	-3	4	-1	4	-10	-11	-1	-2	0.1	-6
Cn1c(=O)c2c(nc(NC3CCCCC3)n2CC(O)COc2ccccc2)n(C)c1=O (stereo unspecified)	4.5	14	-4	0	14	-7	21	-2	13	-0.1	0
CCOc1cc(C(=O)Nc2cc(C)ccc2OC)ccc1OCC(=O)N1CCCCC1	0.4	3	10	-1	-6	-1	5	-2	13	-0.1	-5
CSCCC(NC(=O)c1ccccc1Cl)C(=O)N1CCCCC1 (stereo unspecified)	1.1	1	9	0	-10	2	-209	-2	17	-0.1	-2
COc1ccc2c(c1)CCc1cn3ncc(C#N)c3nc1-2	0.3	29	1	-3	5	9	11	-10	-12	0.3	-3
C[C@H](CO)N1C[C@H](C)[C@@H](CN(C)Cc2ccc(Oc3ccccc3)cc2)Oc2ccc(NC(=O)Cn3cnnn3)cc2C1=O	1.7	-3	6	-5	2	2	-11	·	-23	0.1	-12
O=CN(CCNc1ccccc1)c1ccccc1	8.5	6	-6	8	-160	-24	-90	·	-6	-0.3	-7
CCOC(=O)N1CCN(CC(O)c2ccc3cc[nH]c3c2)CC1 (stereo unspecified)	-2.7	9	·	5	14	·	-8	3	-11	-0.2	2
CCCN1Cc2cccc(C(=O)Nc3ccc4c(c3)OCCO4)c2C1=O	-0.7	9	·	-3	10	3	-4	5	0	0.2	-11
O=C(NCc1ccncc1)c1cc(C(=O)C2CC2)c[nH]1	-1.7	0	4	4	9	13	14	3	2	-0.2	-4
O=S(=O)(c1ccc(NC(=S)NC2CCCC2)cc1)N1CCCC1	-0.2	0	0	3	5	-10	11	1	-15	0.1	-2
COc1cccc(NC(=O)CN(C)C(=O)CC2CC3CCC2C3)c1 (stereo unspecified)	-0.3	-5	-6	-3	-11	4	-15	-2	7	-0.1	-2
COc1ccc(NC(=O)CSc2nnc(CCC(=O)O)c(=O)n2N)cc1	0.3	5	9	-2	3	-4	24	1	2	-0.3	-5
C/C(=N/Nc1nc(C)cc(C)n1)c1ccc(Br)cc1	-0.5	5	18	-7	5	-14	-6	2	-5	2.2*	-20
COc1ccc2oc(=Nc3ccccc3)c(-c3nc4ccccc4[nH]3)cc2c1	-2.9	-7	4	5	-213	-11	-155	1	-108	0.0	-10
COC1CCCN(Cc2c(C(=O)N3CCN(C4CCCCC4)CC3)nc3ccccn23)C1 (stereo unspecified)	1.9	-3	1	1	14	-8	9	1	-10	0.0	-6
COC(=O)c1c(C(=O)OC)c2cc(C)ccn2c1Cl	3.3	6	-3	-4	23	5	10	2	-16	-0.1	·
Nc1nn2cc(-c3ccc(Br)cc3)nc2c2ccccc12	-0.5	-4	4	10	-329	-48	-235	0	-87	0.3	-4
CCOC(=O)C1CCN(C(=O)Cn2ncc3c([nH]c4ccccc43)c2=O)CC1	-0.4	12	-3	5	-1	1	-7	0	-23	0.1	-3
COc1ccc(OC)c(C(=O)NC2CCCc3c2cnn3-c2cc(C)cc(C)c2)c1 (stereo unspecified)	-2.8	-10	5	0	-6	·	-2	·	-8	0.0	-15
CC1CCCCC1NC(=O)CSc1nnc(CN2CCOCC2)n1C (stereo unspecified)	0.3	·	1	-1	10	6	9	-5	-7	-0.3	0
CCCOc1ccccc1C1CC(=O)Nc2cc3c(cc21)OCCO3 (stereo unspecified)	1.4	10	-2	13	31	37	7	1	29	0.1	·
COc1ccc2cc(S(=O)(=O)N3CCCCC3)ccc2c1S(=O)(=O)N1CCCCC1	3.8	1	-15	2	15	6	45	3	-1	0.1	·
CC1(C)CC(=O)C=C(Nc2ccc(F)c(Cl)c2)C1	-0.1	0	1	0	2	9	8	-1	-18	0.0	-20
CCCCC1=CC2=CC(=O)C(C)(OC(=O)CC)C(=O)C2=CN1Cc1ccccc1 (stereo unspecified)	1.7	-3	-2	6	0	7	3	2	-19	0.1	-6
CN(C)S(=O)(=O)c1ccc(NC(=S)NC(=O)Cc2ccccc2)cc1	0.9	-3	-8	0	10	5	12	-4	-18	-0.3	-6
CC(C)(C)CN1C(N)=NC[C@@H]1Cc1ccc(O)cc1	2.0	-2	24	-1	7	-4	-1	0	11	0.0	-5
CC(C)C(C)(C#N)NC(=O)CSc1nc2scc(-c3ccccc3)c2c(=O)[nH]1 (stereo unspecified)	-0.3	20	-9	2	15	5	18	5	21	-0.2	-5

Quoted from the listing:
Reading of `CC1(C)CC(=O)C=C(Nc2ccc(F)c(Cl)c2)C1` in CaV13 ICDI inh: -20
Reading of `CCOC(=O)CNC(=O)N1CCC(CCOc2ccccc2)(C(=O)OCC)CC1` in Peg3 promoter: 14
Reading of `O=S1(=O)c2ccccc2OC(COCc2ccccc2)CN1Cc1ccccc1` (stereo unspecified) in CaV13 ICDI inh: -4

Next part
SMILES	hiPSC survival	Vif imaging	PDI turbidity	Granule exo inh	HIF-2a block	MITF TRPM1 inh	Peg3 promoter	NR2E3 ag-1	NR2E3 ag-2	aDG glyco act	CaV13 ICDI inh
Cc1nn(CC(=O)N(C)C)c(C)c1S(=O)(=O)N1CCOCC1	-0.7	1	4	-1	4	7	4	-1	-10	-0.1	-6
CCOC(=O)/C=C/c1ccccc1S(=O)(=O)NC(C)(C)C	2.8	5	10	-4	10	-5	-2	1	23	0.1	-11
COc1ccc(CCNC(=O)CCS(=O)(=O)c2ccc3c(c2)NC(=O)CS3)cc1OC	0.8	7	6	4	2	-9	9	-1	-14	0.1	-2
COC(=O)N/N=C/c1cn(CCOc2ccccc2)c2ccccc12	0.3	-2	1	2	-142	-28	-82	1	-7	0.3	-5
Nc1[nH]c(C(=O)c2ccccc2)c(-c2ccncc2)c1C(=O)NCCc1c[nH]c2ccccc12	-0.6	·	·	-4	4	·	·	·	-6	-0.3	-7
Cc1cc(C)cc(C(O)c2ncc(-c3ccccc3F)[nH]2)c1 (stereo unspecified)	-1.8	-4	-4	-3	5	·	18	·	7	-0.3	-6
O=C(N/C(=C/c1ccc([N+](=O)[O-])cc1)C(=O)N1CCOCC1)c1ccco1	3.2	-4	-1	1	9	3	-17	2	6	-0.1	-6
CCOC(=O)c1n[nH]c(=O)c2ccccc12	1.2	6	-1	-1	17	4	1	2	-3	-0.2	-5
O=C(CSc1nnc(CNC(=O)c2cccc(C(F)(F)F)c2)o1)NC1CCCC1	0.3	-5	8	-2	12	-6	5	5	-30	0.2	-6
COCCOC(=O)C1=C(C)N=C2SCCC(=O)N2C1/C=C/c1ccccc1 (stereo unspecified)	0.2	·	1	1	17	19	9	2	-27	0.0	·
Cc1cc2nc(C)c3c(n2n1)CCC3	-0.6	-5	3	0	4	7	-102	3	-6	0.0	-6
Cc1oc(C)c2c(=O)ccc3c(c12)OC(N)=C(C#N)C3c1ccccc1Cl (stereo unspecified)	3.0	1	-3	0	10	-2	-3	4	-17	0.1	·
